Source: PubChem BioAssay
Statin myotox sup: protects C2C12 myotubes from simvastatin toxicity | ATP luminescence, 48 h; scaled: DMSO 0, geranylgeraniol control 100 | AID 602340 | 330,000 compounds, 0.78% hits | rescue of ATP level, % at 7.49 µM;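 active = mean ATP rescue above about 67%, or every replicate alone reaching that limit, limit read from the data, passing the limit was not always enough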;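 also: myotubes were challenged with 10 µM simvastatin during compound exposure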
PglD DTNB: blocks C. jejuni PglD acetyltransferase activity; 360,000 compounds, 0.098% hits; AID 602405; purified PglD enzyme, DTNB colorimetric CoA detection; inhibition, % at 12.5 µM; in the data active = inhibition above about 16%, passing the limit was not always enough; also: strong numbers were not always called active
PGC1a acetyl inh: modulators of PGC1a acetylation; U2OS PGC1a acetylation, AlphaScreen anti-acetyl-lysine; with virally co-expressed GCN5 acetyltransferase; inhibition, % at 15.6 µM; 350,000 compounds, 0.17% hits; AID 651687;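 active = every replicate shows inhibition of at least 40%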;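 also: 0% = neutral control wells and 100% = positive control wells; some results beyond the cut were filed as inactive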
Cneo AK release: causes C. neoformans cell lysis; 360,000 compounds, 0.2% hits; AID 651654; adenylate kinase release luminescence, 4 h; normalised: neutral wells 0, clomiphene wells 100; lysis activity, % at 15 µM;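 active = mean lysis activity across replicates of at least 80%, whatever share of replicates individually reach that level; inactive = mean lysis activity below 80%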
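Assay system: C. neoformans cells. Amount: yeast cell density of 5 × 10^6 cells/mL. Technique: AK luminescence. Buffer or medium: YPD. Times: static 4 h at 37 °C with compound, 1 h detection. Dosing: single-point compound dose. Read-out: lysis from increased AK signal.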
miR122 inh: inhibitors of miR-122 in Huh7 cells; Huh7 miR-122 Renilla luciferase sensor, 48 h; neutral wells = 0, positive control = 100; activation (reporter increase), % at 12.5 µM; 340,000 compounds, 0.3% hits;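 active = mean replicate activation score at least 90 and every replicate individually at or above 90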;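 also: higher luciferase means less miR-122 activity so hits act as miR-122 inhibitors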
FN deposit inh: fibronectin deposition inhibition; 350,000 compounds, 0.086% hits; AID 743247; inhibition, % at 12.6 µM; AH1F fibroblasts, Alexa488-fibronectin deposition fluorescence, overnight;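 active = mean inhibition across replicates of 30% or more, regardless of how many single replicates reach that level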;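 also: positive control wells lacked labelled fibronectin entirely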
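Measured by – fluorescence 485/525 nm · System – AH1F fibroblast monolayer, labelled fibronectin deposition · Amount – 10000 cells per well · Buffer or medium – serum-reduced DMEM (2% serum) · Doses – single dose, pinned · Also added – fluorescent fibronectin at 24 nM final · Schedule – 1 h cell attachment, overnight exposure to compound and label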
CFTR F508del cor: CFTR F508del correction in bronchial cells; CFBE cells, YFP halide quenching; stimulated with forskolin plus potentiator P3; % fluorescence drop versus neutral controls; activity (quench increase), % at 7.58 µM; 350,000 compounds, 0.36% hits;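 active = mean added fluorescence quench of at least 8% versus neutral control, with both replicates also reaching 8%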;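 also: cells transiently co-express mutant CFTR-F508del with the halide-sensitive YFP; corrector assay measuring rescue of mutant channel to the surface after 24 h compound exposure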
GSIS activator: primary screen for activators of insulin secretion dependent on glucose, INS-1E cells, GLuc reporter luminescence | INS-1E GLuc reporter insulin secretion, 2-3 h | activation, % at 16.6 µM | 370,000 compounds, 0.61% hits;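 active = lowest replicate activation of at least 40%, so every replicate reaches that level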;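 also: 0% = median of neutral control wells and 100% = median of IBMX positive control wells; some compounds called inactive have numbers as strong as hits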
* hit, by the source's call; . = not tested or not shown; & = joins results of further samples; [ ] = another dose, or the depositor's remark.

entry | Molecule | Cneo AK release | Statin myotox sup | CFTR F508del cor | PglD DTNB | PGC1a acetyl inh | FN deposit inh | GSIS activator | miR122 inh
1 | C[C@H]1CN([C@@H](C)CO)C(=O)c2cccc(NC(=O)c3cnccn3)c2O[C@H]1CN(C)C(=O)NC1CCCCC1 | -11 | -11 | 1.6 | 1 | 7 | 16 | 2 | -5[16.7 µM]
2 | COCCOc1ccc(C(F)(F)F)cc1NC(=O)c1ccc(C)cc1 | 4 | . | . | 7 | . | -5 | 13 | .
3 | CC(C)c1nc(C(N)=O)c2[nH]c(=O)n(-c3ccc(F)cc3)c2n1 | -6 | -8 | -1.2 | 0 | 6 | -4 | 11 | 0
4 | O=C(C/C=N\O)Nc1ccc(Oc2ccccc2)cc1 | . | . | -0.7 | . | 2 | 5 | -14 | -7
5 | CC(C)C#Cc1ccc([C@H]2[C@H](C#N)N(C(=O)C3CC3)[C@H]2CO)cc1 | 2 | -2 | -1.4 | -1 | 4 | 8 | 6 | .
6 | CC(C)(C#N)Cc1cc(CC(C)(C)C#N)cc(C(C)(C)C)c1 | 2 | -9 | -0.2 | -3 | -4 | 0 | 1 | 0
7 | CCCCC(=O)c1ccc(OC(=O)c2ccc([N+](=O)[O-])cc2)cc1 | -1 | 9 | 0.4 | -4 | -3 | -1 | 4 | .
8 | O=C(Nc1ccc(OC(F)(F)F)cc1)c1ccc2nc[nH]c2c1 | -1 | -5 | -1.3 | 2 | . | 3 | -23 | .
9 | COc1ccc(NC(=O)c2sc(Cl)nc2-c2ccccc2)cc1 | 0 | 9 | -0.7 | 3 | -2 | 7 | -4 | -9
10 | C[C@@H]1CN([C@@H](C)CO)S(=O)(=O)c2ccc(-c3ccc(F)cc3)cc2O[C@@H]1CN(C)C(=O)Nc1ccc(F)cc1 | . | -44 | 0.0 | . | 22 | 4 | -15 | 13[16.7 µM]
11 | COC(=O)c1cc(S(=O)(=O)N2CCCCC2)ccc1N1CCOCC1 | 2 | 2 | 0.8 | 5 | 0 | -2 | 1 | -18
12 | CCc1nnc(NC(=O)CCS(=O)(=O)c2ccccc2)s1 | -1 | 36 | 2.8 | 10 | -1 | 5 | 12 | -8
13 | CCOC(=O)c1sc(NC(=O)c2ccccc2OCC)nc1C | . | . | -2.3 | . | -10 | -14 | 8 | 1
14 | CCOC(=O)N1CCN(CC(=O)Nc2nccs2)CC1 | 5 | 5 | -0.6 | -1 | -19 | 0 | 17 | -4
15 | CC(C)N1C(=O)CCC1C(=O)N1CCCc2ccccc21 (stereo unspecified) | 3 | -6 | . | 25* | -23 | -6 | -7 | -3
16 | COc1ccc(CC(=O)NCc2nnc(SCc3ccc([N+](=O)[O-])cc3)n2C)cc1 | 0 | -2 | -1.2 | -5 | -4 | 5 | 4 | -9
17 | CCCCOc1ccc(CN2CCCCC2)cc1 | . | -15 | 1.4 | . | 14 | . | 14 | 9
18 | O=C1N=C(N2CCN(c3ccccc3)CC2)S/C1=C/c1ccco1 | -2 | 3 | 2.6 | 4 | . | 6 | . | -2
19 | Cc1ccc(S(=O)(=O)Nc2nc3ccccc3nc2N2CCN(c3ccccc3F)CC2)cc1 | -1 | -14 | . | -1 | 0 | . | . | 14
20 | CC[C@@H](C)[C@H](NC(=O)Cc1c(C)c2cc3c(C)c(C)oc3c(C)c2oc1=O)C(=O)O | 0 | 0 | 1.1 | 5 | 8 | 4 | 0 | -10
21 | N#Cc1c(NC(=O)CCCC(=O)O)sc2c1CCCCC2 | -2 | 3 | . | 1 | 3 | -5 | 24 | 31
22 | C[C@H](CO)N1C[C@H](C)[C@H](CN(C)S(=O)(=O)c2ccc(F)cc2)Oc2ccc(N(C)C)cc2C1=O | -2 | 11 | -0.3 | -3 | -5 | 5 | 2 | -2[16.7 µM]
23 | Cc1cccc(S(=O)(=O)N2CN(Cc3ccco3)c3nc4ccccc4nc32)c1 | -1 | 8 | . | -8 | -4 | . | -5 | -1
24 | CCOC(=O)N1CCC(Nc2c(-c3ccc(C)c(C)c3)c(=O)c2=O)CC1 | -2 | -20 | . | -3 | 4 | -8 | . | 2
25 | COc1ccc(NC(=O)N2CCCCC2c2cccnc2)cc1 (stereo unspecified) | -1 | . | -0.9 | 0 | 3 | -11 | 0 | 0
26 | CCOc1ccc(OCC)c(NC(=O)c2ccc(CNc3c(N4CCCC4)c(=O)c3=O)cc2)c1 | . | . | 6.9 | . | -7 | 2 | 22 | .
27 | Cc1ccc(S(=O)(=O)/C(C#N)=C/c2c(N3CCN(C)CC3)nc3ccccn3c2=O)cc1 | 2 | -4 | . | 4 | 1 | . | 7 | 1
28 | CC(C)CC#Cc1cnc2c(c1)C(=O)N([C@H](C)CO)C[C@@H](C)[C@H](CN(C)C(=O)CN1CCOCC1)O2 | -1 | 15 | -1.9 | 16 | 4 | -3 | -10 | -8[16.7 µM]
29 | CCCc1cc(=O)[nH]c2nnc(SCC(=O)Nc3nnc(CC)s3)n12 | 2 | -4 | 3.0 | 0 | . | 0 | 18 | .
30 | COC(=O)[C@H](Cc1c[nH]c2ccccc12)NC(=O)NCc1ccccc1 | 1 | 1 | . | -5 | -9 | 3 | -11 | 7
31 | Cc1ccccc1-c1nc2cc(N)ccc2o1 | 4 | 29 | -2.1 | 1 | 6 | . | 13 | 9
32 | COc1cc(C(=O)Oc2cc(C)cc(C)c2)cc(OC)c1OC | 4 | . | . | 7 | -2 | . | . | -3
33 | CC1CCCCC1NC(=O)COC(=O)/C=C/c1ccco1 (stereo unspecified) | 0 | -11 | 1.1 | 1 | 7 | -2 | -7 | 18
34 | Cc1cc(CCN2CCC(=O)NC2=S)ccc1OC(C)C | -2 | 17 | . | -8 | -10 | . | . | -3
35 | C[C@@H]1CN([C@H](C)CO)C(=O)c2cc(C3=CCCCC3)cnc2O[C@H]1CN(C)Cc1ccncc1 | 6 | 1 | 0.6 | 0 | -8 | . | -11 | 11[16.7 µM]
36 | COc1ccc(S(=O)(=O)N[C@H]2C=C[C@@H](CC(=O)NCCc3ccncc3)O[C@@H]2CO)cc1 | 0 | 0 | -0.6 | 0 | 0 | -6 | 3 | .
37 | Cc1ccn2c(Cc3ccccc3)c(-c3ccc(Br)cc3)nc2c1 | 5 | -21 | 1.4 | 5 | . | 6 | -9 | 4
38 | COc1ccccc1CNn1c(-c2cccc(C)c2)nc2ccccc2c1=O | 1 | -4 | . | -5 | -6 | . | -10 | -4
39 | COc1ccc(S(=O)(=O)N(C)C[C@H]2Oc3ccc(NC(=O)Nc4cccc5ccccc45)cc3C(=O)N([C@H](C)CO)C[C@@H]2C)cc1 | . | . | -2.0 | . | -3 | 24 | 24 | 2[16.7 µM]
40 | CNC(=O)C[C@H]1C(=O)N(c2ccccc2)C[C@@H]1Cc1ccccc1 | -1 | 2 | 2.2 | 1 | . | 6 | 41 | 0
41 | C=CC[C@@H](CC(=O)N(CCO)Cc1ccccc1)C(=O)N[C@H](COC(=O)[C@@H](CC=C)Cc1ccc(F)cc1)C(C)(C)C | 1 | 4 | 0.6 | -2 | 9 | -11 | -10 | -10
42 | COc1ccc(N2CCN(C(=O)COC(=O)c3ccc(CSC)o3)CC2)cc1 | 0 | -1 | -1.2 | 4 | 4 | 15 | -3 | -4
43 | CC1(Oc2ccc(Cl)cc2)CCN(Cc2ccc(-c3ccccn3)cc2)C1 (stereo unspecified) | 0 | -5 | -0.9 | 1 | . | -1 | -46 | -8
44 | NS(=O)(=O)c1ccc(NC(=O)c2cccc3ccccc23)cc1 | 3 | -10 | 4.2 | -2 | 23 | 2 | -4 | 5
45 | CC(O/N=C/c1ccc(OC(F)F)cc1)C(=O)Nc1cccc(S(=O)(=O)N2CCOCC2)c1 (stereo unspecified) | -2 | -9 | . | -1 | -9 | -3 | -10 | -9
46 | O=C(Nc1ccc2c(c1)OCCO2)C(c1cc2ccccc2o1)N1CCN(C/C=C/c2ccccc2)CC1 (stereo unspecified) | -10 | -4 | 0.7 | -4 | -7 | . | -3 | 4
47 | C[C@H]1CN([C@@H](C)CO)C(=O)CCCn2nncc2CO[C@H]1CN(C)S(=O)(=O)c1cccs1 | 1&3 | -1&-14 | -0.1&-3.0 | -5&6 | 1&-9 | 10&-20 | -5 | -7
48 | C[C@H](CO)N1C[C@H](C)[C@@H](CN(C)C)Oc2ccc(NS(=O)(=O)c3cn(C)cn3)cc2C1=O | -3 | -9 | -0.5 | 0 | -1 | 3 | 8 | -3[16.7 µM]

Some values from above.
Value for #37 in FN deposit inh: 6
Value for #43 in FN deposit inh: -1
Value for #40 in CFTR F508del cor: 2.2
Value for #42 in PGC1a acetyl inh: 4
Value for #44 in Cneo AK release: 3

Returning to the listing, repeating the two entries before the break.
entry | Molecule | Cneo AK release | Statin myotox sup | CFTR F508del cor | PglD DTNB | PGC1a acetyl inh | FN deposit inh | GSIS activator | miR122 inh
47 | C[C@H]1CN([C@@H](C)CO)C(=O)CCCn2nncc2CO[C@H]1CN(C)S(=O)(=O)c1cccs1 | 1&3 | -1&-14 | -0.1&-3.0 | -5&6 | 1&-9 | 10&-20 | -5 | -7
48 | C[C@H](CO)N1C[C@H](C)[C@@H](CN(C)C)Oc2ccc(NS(=O)(=O)c3cn(C)cn3)cc2C1=O | -3 | -9 | -0.5 | 0 | -1 | 3 | 8 | -3[16.7 µM]
49 | Cc1cccc(C(=O)Nc2ccc(C(=O)c3ccccc3)cc2)c1 | 4 | . | -2.2 | -5 | -5 | -4 | . | -5
50 | O=C(O)c1cc(NCc2cccs2)ccc1N1CCOCC1 | 1 | 1 | . | 1 | . | 6 | . | -14
51 | Cc1cc(=O)nc2c3ccccc3n(CC(=O)NCCCN3CCOCC3)n12 | -1 | -1 | . | 8 | 1 | . | . | -3
52 | CCN(CC(=O)NCC(=O)Nc1cccc(C)c1C)Cc1ccccc1 | 5 | 11 | -0.6 | -5 | . | . | -6 | .
53 | CC(C)NC(=O)N[C@H]1CC[C@@H](CCNC(=O)C2CC2)O[C@H]1CO | 92* | -3 | 0.1 | -3 | 5 | -17 | 10 | .
54 | CC(C)CN(C(=O)COC(=O)c1ccc([N+](=O)[O-])s1)c1c(N)n(Cc2ccccc2)c(=O)[nH]c1=O | -1 | 10 | -0.8 | -2 | -5 | -12 | -14 | -3
55 | COc1ccc(CN2CCC(C(=O)Nc3ccc(Oc4cccnc4)cc3)CC2)c(C)c1C | -1 | -81 | -2.8 | -3 | 4 | -2 | -15 | -1
56 | CC(=O)N1c2ccc(S(=O)(=O)N3CCCC(C(=O)Nc4ccc(C)cc4)C3)cc2CC1C (stereo unspecified) | -1 | 3 | 4.2 | 1 | -8 | -1 | . | -2

PglD DTNB, entries above that show a hit
| cpd | Molecule | CFTR F508del cor | PglD DTNB | PGC1a acetyl inh | GSIS activator | miR122 inh |
| --- | --- | --- | --- | --- | --- | --- |
| 15 | CC(C)N1C(=O)CCC1C(=O)N1CCCc2ccccc21 (stereo unspecified) | . | 25* | -23 | -7 | -3 |

Of the compounds above, three have a nitro group on carbon.
entry | Molecule | Cneo AK release | Statin myotox sup | CFTR F508del cor | PglD DTNB | PGC1a acetyl inh | FN deposit inh | GSIS activator | miR122 inh
7 | CCCCC(=O)c1ccc(OC(=O)c2ccc([N+](=O)[O-])cc2)cc1 | -1 | 9 | 0.4 | -4 | -3 | -1 | 4 | .
16 | COc1ccc(CC(=O)NCc2nnc(SCc3ccc([N+](=O)[O-])cc3)n2C)cc1 | 0 | -2 | -1.2 | -5 | -4 | 5 | 4 | -9
54 | CC(C)CN(C(=O)COC(=O)c1ccc([N+](=O)[O-])s1)c1c(N)n(Cc2ccccc2)c(=O)[nH]c1=O | -1 | 10 | -0.8 | -2 | -5 | -12 | -14 | -3
